TNAP inh no acc = blocks human TNAP activity with no phosphate acceptor present. P05186. purified TNAP, CDP-star luminescence, 30 min. inhibition, % at 20 µM. 200,000 compounds, 0.26% hits;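 active means tissue-nonspecific alkaline phosphatase inhibition above about 50% at 20 µM in the single-dose screen, limit read from the data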;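 further: 0% = DMSO negative control and 100% = EDTA positive control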
Target sequence (P05186 whole entry, looked up): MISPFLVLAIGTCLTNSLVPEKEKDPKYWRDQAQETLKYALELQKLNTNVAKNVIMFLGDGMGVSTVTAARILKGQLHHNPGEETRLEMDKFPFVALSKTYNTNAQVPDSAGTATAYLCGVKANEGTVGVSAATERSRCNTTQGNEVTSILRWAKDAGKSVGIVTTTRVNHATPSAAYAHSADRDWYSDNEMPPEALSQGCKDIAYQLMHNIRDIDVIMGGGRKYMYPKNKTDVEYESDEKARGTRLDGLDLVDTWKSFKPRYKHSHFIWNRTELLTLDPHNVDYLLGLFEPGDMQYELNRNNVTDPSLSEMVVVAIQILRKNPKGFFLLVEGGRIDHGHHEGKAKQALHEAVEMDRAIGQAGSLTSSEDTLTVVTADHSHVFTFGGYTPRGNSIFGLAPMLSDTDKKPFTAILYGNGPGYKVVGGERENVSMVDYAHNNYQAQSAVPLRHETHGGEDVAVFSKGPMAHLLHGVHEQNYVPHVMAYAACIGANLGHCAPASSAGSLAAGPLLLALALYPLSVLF
Hsp70 act = Hsp70 transcriptional activation, primary screen | activation, % at 10 µM | 200,000 compounds, 0.04% hits | HeLa Hsp70 promoter luciferase reporter, luminescence; scaled: vehicle 0, proteasome-inhibitor control 100%;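 active means activation above the mean across all tested compounds plus 3 SD, cutoff set per campaign, cut at about 5.5% in these data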;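 further: 100% = MG132 at 30 µM as the positive control and 0% = DMSO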
S1P3 antag = blocks the human S1P3 receptor; Q99500; CHO S1P3 NFAT-BLA reporter, FRET fluorescence, antagonist mode; inhibition, % at 4.98 µM; 170,000 compounds, 0.27% hits; AID 485;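 active means inhibition above the plate cutoff, the mean inhibition of test wells on that plate plus 3 SD, cut at about 28% in these data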;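 further: cells challenged with S1P at its EC80 of 0.8 µM; blue over green emission ratio from cleaved BLA substrate after 4 h stimulation; 0% = S1P-stimulated wells and 100% = unstimulated DMSO-only wells; some compounds past the cut are filed as inactive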
Target sequence (Q99500 whole entry, looked up): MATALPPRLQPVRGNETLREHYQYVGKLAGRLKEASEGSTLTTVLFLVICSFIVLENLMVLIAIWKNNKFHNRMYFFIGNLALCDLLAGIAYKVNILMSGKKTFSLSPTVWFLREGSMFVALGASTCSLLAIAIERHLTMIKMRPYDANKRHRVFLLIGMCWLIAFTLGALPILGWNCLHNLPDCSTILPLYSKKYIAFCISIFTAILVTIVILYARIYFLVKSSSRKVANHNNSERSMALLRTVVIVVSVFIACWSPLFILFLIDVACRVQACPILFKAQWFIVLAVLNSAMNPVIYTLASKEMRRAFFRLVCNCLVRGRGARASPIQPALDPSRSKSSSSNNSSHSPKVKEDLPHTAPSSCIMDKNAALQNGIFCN
L major viab = reduces viability of Leishmania major promastigotes | resazurin fluorescence viability | inhibition, % at 10 µM | 200,000 compounds, 9% hits; in the data active means inhibition above about 50%;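 further: promastigotes grown with compound for 44 hours at 28 °C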
Efa HMGR inh = blocks class II HMG-CoA reductase of Enterococcus faecalis; purified E. faecalis HMGR, NADPH absorbance 340 nm kinetic; inhibition, % at 10 µM; 190,000 compounds, 0.41% hits; AID 1066;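 active means inhibition above a set limit, the median over all tested compounds plus 3 SD, cut at about 9.5% in these data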;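 further: enzyme runs in reverse so mevalonate oxidation gives rising NADPH absorbance; 0% = complete reaction with DMSO and 100% = background rate lacking mevalonate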
TNAP inh hiacc = blocks human TNAP under high phosphate acceptor concentration; P05186; purified TNAP, CDP-star luminescence, 1 M DEA; inhibition, % at 20 µM; 200,000 compounds, 0.03% hits; AID 1135;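 active means over 50% inhibition of tissue-nonspecific alkaline phosphatase at 20 µM in the single-dose screen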;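 further: plate controls were DMSO wells for no effect and EDTA-quenched wells as full inhibition for full effect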
PMI act hi M6P = activators of human phosphomannose isomerase at near-saturating mannose 6-phosphate; coupled PMI enzyme assay, resazurin fluorescence, 20 min; hits give high values; 1 = untreated enzyme, 0 = substrate-free blank; activation factor at 20 µM; P34949; 190,000 compounds, 0.34% hits;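 active means activation factor of 2 or more at 20 µM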
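Test system – human PMI in coupled enzyme assay · Timing – 20 min incubation at room temperature · Detection – Diaphorase-driven resazurin-to-resorufin fluorescence, excitation 544, emission 590 nm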
DTT redox prof = compounds producing H2O2 with reducing agent – biochemical, NIH compound library profiling, artefact control for MLSCN library redox annotation, primary screen. AID 878. DTT-dependent redox cycling H2O2, phenol red/HRP absorbance; 100% = 100 µM peroxide control, 0% = buffer. activation, % at 10 µM. 200,000 compounds, 0.03% hits;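 active means activation of at least 50% relative to the plate's high and low controls in the primary single-dose screen; inactive means activation below 50%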;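 further: compound incubated with DTT at 0.8 mM final as the reducing agent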
PMI activator = increases human mannose-6-phosphate isomerase activity. 190,000 compounds, 0.005% hits. activation factor at 20 µM. AID 1214. purified human PMI, coupled resazurin fluorescence, 20 min; hits give high values; 1 = vehicle control, 0 substrate-free wells. P34949;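 active means activation factor of 2 or more at 20 µM, relative to plate controls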
RAM network inh = inhibitors of the yeast RAM network. S. cerevisiae dse1pr::URA3 reporter, 5-FOA growth OD615, 2 d; analog-sensitive cbk1-as2 kinase mutant strain. inhibition, % at 50 µM. 190,000 compounds, 1.8% hits. AID 868;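 active means inhibition above a set limit, 3 SD over mean compound inhibition, cut at about 8.4% in these data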;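 further: 0% = DMSO-only wells with no growth and 100% = 10 µM 1-NA-PP1 full growth; inhibition rescues growth on 5-FOA so higher OD means more RAM inhibition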
Starred values were filed as active, the others as inactive; / = not tested or not shown.

no.	smiles	TNAP inh no acc	Hsp70 act	S1P3 antag	L major viab	Efa HMGR inh
1	CCSCCOC(=O)C1=C(C)NC(=O)NC1c1cc(OC)ccc1OC (centres undefined)	-8	-0.4	-21	3	3
2	CCOC(=O)c1c(NC(=O)/C=C/C(=O)O)sc(C)c1-c1ccc(C)c(C)c1	-8	-0.3	-29	10	-4
3	COc1ccc(N2C(=O)CC(N3CCN(c4ccccc4F)CC3)C2=O)cc1 (centres undefined)	-10	-0.3	12	2	-3
4	COCCn1c(C)nnc1SCC(=O)Nc1ccccc1[N+](=O)[O-]	-11	-0.4	0	-7	0
5	Cc1ccc(-c2noc(C3CCCN(C(=O)c4ccc(F)cc4F)C3)n2)cc1 (centres undefined)	-8	-0.3	-37	8	-1
6	Cc1nn(C(=O)c2ccco2)c(C)c1Sc1ccc(Cl)cc1	-50	-0.3	-13	4	5
7	COc1ccc(S(=O)(=O)Nc2ccc(S(=O)(=O)N3CCCCC3)cc2)cc1C	-8	-0.3	/	10	-4
8	CN(c1ccccc1)P(=O)(N(C)c1ccccc1)N(C)c1ccccc1	-7	-0.3	-7	98*	0
9	Cc1nn(-c2ccccc2)c(Cl)c1/C=N\NC(=O)c1cnccn1	-5	-0.2	0	-3	0
10	C=CCc1c(C)nn(CC(=O)O)c1-c1ccccc1	-11	-0.3	-27	-4	0

no.	TNAP inh hiacc	PMI act hi M6P	DTT redox prof	PMI activator	RAM network inh
1	-1	1	-0.7	1	7.5
2	-5	1.1	-2.1	1	1.6
3	0	0.9	0.7	0.9	2.2
4	-6	1	-1.7	0.9	3.2
5	-3	1	-5.6	1	0.5
6	0	1	-0.4	0.9	6.3
7	-4	0.9	2.3	0.9	2.8
8	-5	1.1	-1.5	1.2	1.7
9	-3	1	-0.2	1.1	7.2
10	-4	1.1	-0.5	1.1	1.2

The listing continues:
no.	smiles	TNAP inh no acc	Hsp70 act	S1P3 antag	L major viab	Efa HMGR inh
11	CC(=O)Nc1cccc(OCc2cnc(Cl)s2)c1	-6	-0.1	-14	24	-5
12	COc1ccc(C2(O)CC3CCC(C2)N3c2cc(C)nc(-c3ccccc3)n2)cc1 (centres undefined)	-9	-0.1	-9	63*	-2
13	COCc1cc(=O)n2[nH]c(-c3ccccc3)cc2n1	-12	-0.2	-48	2	6
14	CCOC(=O)c1ccc(N2C(=O)C(O)=C(C(C)=O)C2c2ccccn2)cc1 (centres undefined)	-15	-0.1	-4	-2	-5
15	CNc1ccccc1-n1ccc(-c2ccccc2)n1	-8	-0.2	-4	-1	0
16	C(=Nc1ccc(Nc2ccccc2)cc1)c1ccc2ccccc2c1	-17	0.0	-5	20	0
17	NC(=O)/C=C\C(=O)Nc1cccc(C(F)(F)F)c1	-3	0.0	/	96*	-4
18	CC1CC(C)CN(CC(=O)N2CCc3[nH]c4ccccc4c3C2)C1 (centres undefined)	-6	0.1	-14	-1	-1
19	CCn1c(=O)cc(SCC(=O)Nc2ccc(OC)c(OC)c2)c2ccccc21	-16	-0.6	/	19	0
20	Cc1cc(N2CCN(c3ccc([N+](=O)[O-])c4cccnc34)CC2)c2ccccc2n1	9	-0.3	-2	7	-2

no.	TNAP inh hiacc	PMI act hi M6P	DTT redox prof	PMI activator	RAM network inh
11	-3	1	-1.9	1	1.0
12	-6	1	1.5	0.8	-1.6
13	-8	1	2.6	0.9	2.5
14	-6	1.1	3.1	1.1	4.9
15	-10	1	0.8	1	1.4
16	11	1.2	0.4	1.1	2.0
17	0	0.9	-4.3	0.9	0.1
18	-5	0.9	1.7	1	0.9
19	-6	1	0.0	1	0.2
20	15	0.5	-0.1	0.8	1.2

Remaining list, next part.
no.	smiles	TNAP inh no acc	Hsp70 act	S1P3 antag	L major viab	Efa HMGR inh
21	COc1ccc(OC)c(S(=O)(=O)N(C)CC(=O)Nc2cc(Cl)ccc2OC)c1	0	0.0	10	100*	-6
22	CCOC(=O)C1(Cc2cccc(OC)c2)CCCN(Cc2nccn2CC)C1 (centres undefined)	-1	-0.2	-10	35	0
23	Cc1cccc(NC(=S)NC(=O)CCc2ccccc2)c1C	-13	-0.4	/	-10	-3
24	C=CCn1c(SCC(=O)c2cccs2)nc2sc(C)c(C)c2c1=O	-7	-0.3	/	-4	-9
25	CCOC(=O)CN(C(=O)CNC(=O)c1cccs1)C(C(=O)NC1CCCCC1)c1cccs1 (centres undefined)	-8	-0.3	/	0	-7
26	O=C(OCC(F)(F)F)c1cccc(COc2ccc3ccccc3c2)c1	-9	-0.8	/	-3	-4
27	Cc1cc(N2CCOCC2)n2nc(-c3cccc(F)c3)cc2n1	-7	-0.1	-8	-2	-5
28	Cc1ccnc(SCCn2c(N3CCCCC3)nc3c2c(=O)[nH]c(=O)n3C)n1	-8	0.1	-7	-3	0
29	CC(=O)c1c(C)nc(-c2ccc(Cl)cc2)nc1N=CN(C)C	-25	0.0	21	0	4
30	Cc1sc2ncnc(SCC(=O)N3CCCC3=O)c2c1C	-5	-0.2	10	0	-2

no.	TNAP inh hiacc	PMI act hi M6P	DTT redox prof	PMI activator	RAM network inh
21	1	1	2.5	1.1	-0.3
22	-1	1	4.7	1	-0.1
23	-10	1	0.2	1	1.9
24	-2	1	0.3	1	6.5
25	-3	0.9	0.4	1	3.7
26	3	0.9	-0.1	0.9	1.7
27	0	1	-1.8	1	-0.7
28	-2	1	-0.2	1	2.1
29	-5	0.9	-7.3	0.9	-0.7
30	-5	0.9	-0.6	0.9	2.6

The listing continues:
no.	smiles	TNAP inh no acc	Hsp70 act	S1P3 antag	L major viab	Efa HMGR inh
31	COc1ccc(S(=O)(=O)N(CCCN2CCCC2=O)Cc2cc3c(C)cc(C)cc3[nH]c2=O)cc1	0	-0.4	12	-8	0
32	Fc1ccc(NC(=S)NN=C2CCCCCC2)cc1	-12	-0.4	/	7	0
33	O=C(Nc1nccs1)c1cccc(N2C(=O)c3cccc4c([N+](=O)[O-])ccc(c34)C2=O)c1	1	-0.4	/	73*	-2
34	N#Cc1ccc(OCC(=O)NN2Cc3ccccc3C2=N)cc1	1	-0.2	-9	2	7
35	O=S(=O)(c1ccccc1)N1CCC2(CC1)CO2	-9	0.2	-2	-4	-1
36	CCOc1ccc(C2N(c3ccc(Cl)cc3)C(=O)C3CCCN32)cc1OC (centres undefined)	23	0.2	3	-2	-10
37	COC(=O)c1ccc(-c2csc(NC(=O)c3ccc(S(=O)(=O)N4CCc5ccccc5C4)cc3)n2)cc1	-7	0.1	-21	4	1
38	CCOCCCNC(=O)CC1Oc2ccc(C)cc2NC1=O (centres undefined)	-6	-0.3	-26	-7	-3
39	COc1ccc(N(Cc2cc(=O)[nH]c3ccccc23)C(=O)c2ccco2)cc1	2	0.2	-44	1	1
40	COc1cccc(C(=O)Nc2cc3c(cc2Cl)OCCCO3)c1	-5	0.0	-3	-2	-5

no.	TNAP inh hiacc	PMI act hi M6P	DTT redox prof	PMI activator	RAM network inh
31	-5	1.1	1.2	1.1	-0.7
32	-4	1.1	-3.1	1	0.3
33	-1	1	-1.4	0.9	4.6
34	4	1.1	-1.8	1.4	-0.4
35	-6	1.1	-1.0	1.1	-0.3
36	1	1	-0.9	1.1	2.2
37	2	1	-0.1	0.9	7.9
38	1	1	0.5	0.9	0.7
39	-11	1.1	-0.3	1.1	2.5
40	-6	1.1	-0.2	1.1	2.5

(list continues)
no.	smiles	TNAP inh no acc	Hsp70 act	S1P3 antag	L major viab	Efa HMGR inh
41	COc1ccc(CCc2nnc(CCC(=O)NCc3cnc4ccccn34)o2)cc1	-4	0.0	-11	12	-2
42	c1ccc2[nH]c(NCCN3CCOCC3)nc2c1	-10	0.0	9	0	3
43	Cc1c(C(=O)NCC2COc3ccccc3O2)oc2ccc(S(=O)(=O)N3CC(C)CC(C)C3)cc12 (centres undefined)	-3	0.2	/	59*	-6
44	CCOc1ccc(Cl)cc1S(=O)(=O)N1CCN(c2ccc(C)c(C)c2)CC1	-7	0.0	/	89*	-4
45	CCN(CC)S(=O)(=O)c1ccc(C(=O)Oc2coc(CSc3nc(C)cc(C)n3)cc2=O)cc1	-3	-0.4	3	-4	2
46	COC(=O)c1ccc(CNC(=O)CSC2=NCCS2)cc1	-10	-0.2	-4	-6	-8
47	COCCNC(=O)CSc1ncnc2sccc12	-6	-0.3	/	2	-9
48	COc1cccc(CN(CC2CCCO2)S(=O)(=O)c2ccc(-n3cnnn3)c(OC)c2)c1 (centres undefined)	-6	-0.2	0	5	-5
49	CCOc1ccc(C(CCc2ccccc2)NC(=O)c2ccccc2)cc1OCC (centres undefined)	-16	-0.4	/	-3	-3
50	O=C(CN1C(=O)COc2ccccc21)c1ccc(Cl)cc1	-2	-0.4	-13	-12	1

no.	TNAP inh hiacc	PMI act hi M6P	DTT redox prof	PMI activator	RAM network inh
41	1	0.9	-0.5	0.9	0.5
42	-2	1	1.1	0.9	0.7
43	-5	0.9	0.8	0.8	5.6
44	-6	0.9	0.9	0.8	3.2
45	-6	0.9	-0.3	0.9	2.5
46	-4	1.2	0.1	1.1	2.8
47	-4	0.9	-4.2	0.8	1.2
48	-5	0.9	-0.2	0.9	1.6
49	-4	0.9	0.2	0.9	1.9
50	-6	1	0.3	1.1	-0.1

The list goes on.
no.	smiles	TNAP inh no acc	Hsp70 act	S1P3 antag	L major viab	Efa HMGR inh
51	CSc1nsc(SCC(=O)Nc2nc3ccccc3s2)n1	-4	-0.4	-7	63*	-3
52	CC(=O)Oc1ccc(CCC(C)OC(C)=O)cc1 (centres undefined)	-13	-0.4	-26	8	-1
53	Cc1ccc(C(C)C)c(OCCN(C)C)c1	-9	-0.3	/	1	-5
54	Brc1cc2[nH]cnc2c2ccccc12	-7	0.1	-9	-1	-4
55	O=C(OC(C(=O)NCc1cccs1)c1ccccc1Cl)c1ccco1 (centres undefined)	-14	-0.1	8	7	0
56	Cc1cccc2cc(COC(=O)c3cccnc3)c(=O)[nH]c12	8	-0.1	6	5	2
57	COc1cc([N+](=O)[O-])cc2sc(NC(=O)C(C)(C)C)nc12	-2	0.1	0	23	-7
58	CCC(C)NC(=O)CSc1nc2scc(-c3ccccc3)c2c(=O)[nH]1 (centres undefined)	-5	-0.1	-11	-4	-5

no.	TNAP inh hiacc	PMI act hi M6P	DTT redox prof	PMI activator	RAM network inh
51	-2	0.9	-0.1	1	4.4
52	-2	1	3.6	1	1.0
53	-5	1.1	0.2	1.1	-0.3
54	3	0.8	1.0	0.7	4.4
55	-7	0.9	1.1	1.1	0.5
56	-2	1	0.1	1	3.0
57	2	0.8	0.0	0.9	0.4
58	1	1	-0.7	1	5.1

An excerpt from above, limited to Hsp70 act.
#	SMILES	Hsp70 act
52	CC(=O)Oc1ccc(CCC(C)OC(C)=O)cc1 (centres undefined)	-0.4
53	Cc1ccc(C(C)C)c(OCCN(C)C)c1	-0.3
54	Brc1cc2[nH]cnc2c2ccccc12	0.1
